B2AR arrestin: recruits beta-arrestin to the human beta2-adrenergic receptor; P07550; beta-arrestin recruitment to beta2AR, cell-based reporter; Potency, µM (series often up to 46.1 µM), for the others: at the highest dose activation, usual class: activators; 330,000 tested, 0.02% active; AID 492947;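 note: potency is the fitted concentration of half-maximal effect; 0% = DMSO controls and full agonism = EC100 isoproterenol or metaproterenol; nearly all actives have a fitted effect of over 65% in size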
BCR signal inh: blocks chronic active B-cell receptor signaling | 340,000 tested, 0.05% active | AID 493014 | Potency, µM (titrated, usually from 46.1 µM), for inactives: at the top dose ratio change, negative = lower green/red ratio, most hits filed as inhibitors | ABC-DLBCL IkBa-CBG/CBR reporter, luminescence ratio, 4 h; active = well fitted inhibition curve with a large enough effect in the signal ratio, with a control signal flat, not every such curve was filed as active; inconclusive = small, poorly fitted or top-dose-only effect, or effect the other way, or a change in a side signal; the % refers to the signal ratio;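 note: potency is the fitted concentration of half-maximal effect; plate controls were basal doxycycline-induced cells for no effect and cells given 10 µM MG132 for full effect; MG132 reads +100%, hits lower the ratio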
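Doxycycline induced both beetle luciferases in TMD8 lymphoma cells; IKK-driven degradation limits the IkappaBalpha-fused green signal, while red luminescence normalises for cell number and nonspecific effects. Compounds tested up to 46 uM, 4 hrs.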
Giardia kill: kills Giardia lamblia; Giardia lamblia trophozoite viability; activity change, % at 7.66 µM, hits read low; 340,000 tested, 0.15% active; in the data active = activity change below about -80%; inconclusive = between about -30% and that limit;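 note: parasites exposed to compound for two days anaerobically before the ATP read; % is set by controls: 0 for no effect and ±100 for the full control effect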
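Compounds were tested on trophozoites seeded at 100 cells/well and held 48 hrs at 37 deg C anaerobically. An ATP-based luminescent kit measured the remaining live cells.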
Tb PFK block: blocks T. brucei phosphofructokinase; O15648; T. brucei PFK, ADP-Glo luminescence; Potency, µM (titrated, usually from 57.5 µM), for the others: at the highest dose activity, negative = inhibition, usual class: inhibitors; 330,000 tested, 0.17% active;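 note: potency is the fitted concentration of half-maximal effect; 0% = uninhibited 1x PFK enzyme wells and -100% = no-enzyme wells; nearly all actives have a fitted effect of over 60% in size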
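PFK 1.25 nM, F6P 0.5 mM, ATP 0.1 mM, 0.1 M TEA pH 8.0, 5 mM MgCl2, 0.01% Tween20, 0.1% BSA; 45 min RT. ADP-Glo readout. qHTS titration up to 57 uM; curves fitted, compounds curve-classed.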
GALK inhibitor: inhibitors of human galactokinase | P51570 | Purified GALK, Kinase-Glo residual ATP luminescence | Potency, µM (top dose mostly 57.5 µM), without a hit: at the top dose activity change, negative = inhibition, most hits filed as inhibitors | 270,000 tested, 0.007% active | AID 1868; note: potency is the fitted concentration of half-maximal effect; % is set by controls: 0 for no effect and ±100 for the full control effect
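Kinase-Glo Plus luminescence measured ATP left after a 1 h room-temperature reaction. The reaction used 5 nM GALK, 100 uM galactose and 35 uM ATP at pH 8.0 (20 mM HEPES, 5 mM MgCl2, 60 mM NaCl, 1 mM DTT, 0.01% BSA).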
PKM2 activator: activators of human pyruvate kinase M2; purified PKM2, Kinase-Glo ATP luminescence, activation; response scale: 0% is enzyme alone, no compound; Potency, µM (series often up to 57.5 µM), inactives show at the top dose activation, most hits filed as activators; 260,000 tested, 0.34% active; AID 1631; note: potency is the fitted concentration of half-maximal effect; % is set by controls: 0 for no effect and ±100 for the full control effect; nearly all actives have a fitted effect of over 55% in size
Target sequence (P14618 whole entry, looked up): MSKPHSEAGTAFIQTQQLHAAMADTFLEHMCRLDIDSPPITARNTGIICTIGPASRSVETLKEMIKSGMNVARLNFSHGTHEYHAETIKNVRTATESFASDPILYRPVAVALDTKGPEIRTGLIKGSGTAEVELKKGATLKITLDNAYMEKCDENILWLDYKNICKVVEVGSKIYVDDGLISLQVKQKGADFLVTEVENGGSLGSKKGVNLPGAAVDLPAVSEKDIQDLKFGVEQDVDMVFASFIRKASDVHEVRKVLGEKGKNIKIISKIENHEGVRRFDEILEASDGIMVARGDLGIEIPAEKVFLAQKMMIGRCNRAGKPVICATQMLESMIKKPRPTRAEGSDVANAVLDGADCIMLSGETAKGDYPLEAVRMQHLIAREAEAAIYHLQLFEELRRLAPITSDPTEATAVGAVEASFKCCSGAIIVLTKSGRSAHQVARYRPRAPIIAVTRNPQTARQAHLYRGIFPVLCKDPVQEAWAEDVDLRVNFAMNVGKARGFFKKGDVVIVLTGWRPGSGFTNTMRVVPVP
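Purified hPK-M2 (>95%) run at intermediate activity with 0.1 mM ADP and 0.5 mM PEP in 50 mM imidazole pH 7.2, KCl, MgCl2; 1 h room temperature. ATP formed read by Kinase-Glo luminescence; normalized to uninhibited and no-enzyme controls.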
a7 integrin act: activators of alpha7 integrin expression for muscular dystrophy | 350,000 tested, 0.064% active | alpha7betagal myoblasts, beta-gal FDG fluorescence, 48 h | Potency, µM (highest dose often 38.3 µM), for inactives: top-dose activation, actives largely listed as activators | AID 624291;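 note: potency is the fitted concentration of half-maximal effect; 100% = response of the positive control SU9516; nearly all actives have a fitted effect of over 60% in size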
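Alpha7betagal+/- myoblasts (passage 13) were plated 16-24 hr, then exposed to compounds (1:260 dilution of DMSO stock) for 48 hours at 37C. After MPER lysis, β-galactosidase reporter activity was read as FDG fluorescence (ex 480/em 540) after 30 minutes.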
TSG101-PTAP inh: blocks PTAP/TSG101 interaction to inhibit HIV-1 budding; Q99816; Fluorescence polarization, FITC-PTAP peptide / Tsg101 binding; Potency, µM (highest dose often 115 µM), for inactives: top-dose activity change, negative = inhibition, most hits filed as inhibitors; 340,000 tested, under 10 active; active = well fitted inhibition curve with a large enough effect in the main read-out, with a control signal flat, not every such curve was filed as active; inconclusive = small, poorly fitted or top-dose-only effect, or effect the other way, or a change in a side signal; inactive = no such curve, though single readings can be large or run the other way; note: potency is the fitted concentration of half-maximal effect; % of control where 0% means no effect
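Steps: Tsg101 binding domain dispensed (10 uM final), compounds pinned in DMSO, FITC-labeled PTAP-motif peptide added (50 nM final); after 20 min binding at room temperature, polarization measured.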
ASM inhibitor: human S-ASM enzyme inhibition; P17405; placental ASM, HMU-PC fluorogenic substrate, 60 min; Potency, µM (series often up to 57.5 µM), for the others: at the top dose activity change, negative = inhibition, actives largely listed as inhibitors; 340,000 tested, 0.006% active; AID 504937; note: potency is the fitted concentration of half-maximal effect
Target sequence (P17405 47-631 limits assumed): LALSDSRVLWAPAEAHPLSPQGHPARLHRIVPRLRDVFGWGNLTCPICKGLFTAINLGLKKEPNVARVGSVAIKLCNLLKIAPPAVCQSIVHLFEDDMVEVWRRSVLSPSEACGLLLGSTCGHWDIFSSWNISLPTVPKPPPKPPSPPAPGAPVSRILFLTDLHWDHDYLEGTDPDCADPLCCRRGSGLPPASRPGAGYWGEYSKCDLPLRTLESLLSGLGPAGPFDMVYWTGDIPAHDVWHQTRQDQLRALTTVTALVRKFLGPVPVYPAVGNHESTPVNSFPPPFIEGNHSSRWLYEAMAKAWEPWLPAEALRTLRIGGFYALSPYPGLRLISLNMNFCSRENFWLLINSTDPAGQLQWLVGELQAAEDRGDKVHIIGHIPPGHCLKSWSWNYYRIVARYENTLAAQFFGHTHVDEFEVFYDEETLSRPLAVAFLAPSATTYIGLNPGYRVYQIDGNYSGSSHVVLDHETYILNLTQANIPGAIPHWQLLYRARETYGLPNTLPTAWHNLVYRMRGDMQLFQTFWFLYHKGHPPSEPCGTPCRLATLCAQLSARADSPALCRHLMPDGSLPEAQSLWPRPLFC
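Human placenta-derived ASM preincubated with compound 10 min at room temperature, then reacted with 9 uM (final) fluorogenic HMU-PC substrate for 60 min at 37 C. Stop solution raises pH to 10; fluorescence read at Ex 386/Em 447 nm.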
Menin MLL FP TR: menin-MLL binding inhibition, Texas Red mutant peptide; O00255; Menin + Texas Red MLL mutant peptide, fluorescence polarization; Potency, µM (highest dose often 61.6 µM), for inactives: at the top dose FP activity change, negative = inhibition, hits mostly inhibitors; 270,000 tested, 0.23% active; AID 1768; active = well fitted inhibition curve with a large enough effect in the polarisation, with a control signal flat, not every such curve was filed as active; inconclusive = small, poorly fitted or top-dose-only effect, or effect the other way, or a change in a side signal; inactive = no such curve, though single readings can be large or run the other way; the % refers to the polarisation; note: potency is the fitted concentration of half-maximal effect; % of control where 0% means no effect; many of its hits are not listed in these tables
FBPA coupling cs: coupling enzyme interference in Giardia aldolase counter-screen | 290,000 tested, 0.67% active | coupling enzyme system counterscreen, AmpLite Red fluorescence | activity change, negative = inhibition, % at 58.2 µM, hits read low | AID 2472; in the data active = activity change below about -30%; note: % is set by controls: 0 for no effect and ±100 for the full control effect
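Final compound at 57.5 uM, incubated 10 min at RT with coupling enzyme reagent (glyceraldehyde-3-phosphate), then 20 min with substrate and AmpLite Red detection. Fluorescence read at 525/598 nm; tests interference with the coupling assay, not aldolase inhibition.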
Active calls of the source: *; u = inconclusive; x = no result given; [ ] = dose if it differs, or a comment. Unless noted, calls come from the whole dose curve; as a rule, active = well fitted curve in the direction sought with a large enough effect; inconclusive = small, poorly fitted or top-dose-only effect, or another doubt; inactive = no such curve, though single readings can be large; an effect the other way counts as inactive or inconclusive. An excerpt, so the mix of outcomes need not match the whole.

SMILES	B2AR arrestin	BCR signal inh	Giardia kill	Tb PFK block	GALK inhibitor	PKM2 activator	a7 integrin act	TSG101-PTAP inh	ASM inhibitor	Menin MLL FP TR	FBPA coupling cs
Cc1ccc(S(=O)(=O)Nc2cccc(Cl)c2)cc1NC(=O)c1cccnc1	-0.5%	2%	-6	4%	-3%	7%	4%	-1%	-1%	19%	1
CCN(Cc1ccccc1)S(=O)(=O)c1cc2c3c(c1)CCN3C(=O)CC2	-0.2%	-2%	8	8%	x	x	-7%	-2%	1%	x	x
CCC(=O)N1CCc2cc(Br)cc(S(=O)(=O)CC(=O)OC)c21	-0.4%	5%	8	-1%	0%	u	-11%	-6%	-1%	-7%	-3
CC(C)(C)OC(=O)C[C@@H]1C/C=C\C[C@H](CC(=O)NCCO)C(=O)NC[C@@H](c2ccccc2)OC1=O	-0.9%	-3%	-12	9%	x	x	-12%	1%	2%	x	x
CCOc1cc(S(=O)(=O)N2CCCC2)ccc1Cl	-0.2%	-9%	-1	-3%	3%	4%	17%	-6%	1%	0%	1
O=C(NC1CCCCC1)C(=O)c1c[nH]c2ccccc12	-0.3%	u	-23	-3%	-3%	2%	16%	0%	-1%	x	x
Cc1cc(=O)oc(C)c1C(=O)NCC(C)NC(=O)c1c(C)cc(=O)oc1C (centres undefined)	-0.9%	u	3	-5%	0%	-3%	22%	-6%	4%	14%	-2
Cc1ccccc1NC(=O)Cn1cnc2c(oc3nc4c(cc32)CCCC4)c1=O	-0.4%	0%	21	0%	-1%	x	-10%	0%	-3%	-2%	-2
OCc1nc(CO)n(Cc2ccccc2)n1	-1.0%	0%	1	0%	2%	1%	-14%	0%	5%	-6%	-1
Cc1ccc(CNC(=O)C2CC(c3cccc(F)c3)=NO2)cc1 (centres undefined)	-0.5%	1%	0	3%	-1%	9%	-6%	-2%	0%	x	-3
Cc1c(N=Cc2c(O)n(C)c(=O)c3ccccc23)c(=O)n(-c2ccccc2)n1C	0.4%	-10%	2	0%	2%	0%	-4%	u	7%	u	-14
CCCCN1C(=O)C(=O)N(CC(=O)N2CCN(c3ccccc3)CC2)C1=O	-0.1%	-1%	-12	-4%	x	x	-16%	-3%	1%	x	x
CC1(c2ccccc2)NC(=O)N(CC(=O)Nc2cccc(C#N)c2)C1=O (centres undefined)	-0.1%	1%	-20	1%	2%	-6%	2%	-8%	0%	5%	11
Cn1c(SCc2nc3ccccc3[nH]2)nnc1-c1cccnc1	0.0%	1%	1	-3%	-1%	15%	-36%	-3%	2%	-4%	-10
COc1ccc(-n2c(N)c(C#N)c3ccc([N+](=O)[O-])cc3c2=O)cc1	-0.9%	u	0	10%	-3%	1%	12%	-5%	9%	8%	-42*
CCC(C)c1ccccc1NC(=O)COC(=O)C1=NN(c2ccccc2)C(=O)CC1 (centres undefined)	8.9%	-1%	2	-3%	x	x	-2%	-2%	-2%	x	x
Nc1ccc(Nc2nc(-c3ccncc3)cs2)cc1	-0.1%	u	-25	1%	0%	4%	-31%	-6%	-5%	7%	1
Cc1cc(C)c(-c2csc(NC(=O)c3cc([N+](=O)[O-])ccc3N3CCOCC3)n2)c(C)c1	-0.2%	1%	-6	-6%	1%	-1%	-11%	-5%	-16%	10%	1
CCOc1ccc(NC(=O)CN(C)C(=O)c2ccc3[nH]c4c(c3c2)CC(C)CC4)cc1OCC (centres undefined)	-0.5%	u	-15	-6%	x	x	-1%	-5%	x	x	x
C/C(Sc1nnc(Cc2ccccc2)o1)=C(/O)c1ccccc1	-0.1%	-2%	1	1%	3%	0%	-15%	-3%	3%	-1%	0
Cc1ccc(C(C(=O)NCc2ccco2)N(C(=O)CNC(=O)c2cccs2)c2c(C)cccc2C)cc1 (centres undefined)	-0.1%	1%	u	-8%	1%	0%	0%	-1%	-3%	15%	1
COc1ccc(Br)cc1C(=O)NC(=S)Nc1ccc(CN2CCOCC2)cc1	-0.7%	-13%	24	0%	5%	x	u	-7%	-12%	x	x
COc1ccc(C(=O)c2ccc([N+](=O)[O-])cc2Cl)cc1	-0.4%	0%	-12	2%	0%	-6%	-17%	0%	-2%	-13%	-7
Cc1[nH]c2ccc(F)cc2c1CCN(Cc1cccnc1)C(=S)Nc1ccc(F)cc1	0.1%	u	-7	-2%	2%	-13%	-43%	1%	0%	-3%	-10
CCOC(=O)[C@H]1[C@H]2COc3ccc(OC)cc3[C@@H]2N2C(=O)CN(Cc3ccco3)C(=O)[C@@]12C	0.5%	8%	8	-2%	x	x	11%	0%	3%	x	x
CC(C)Oc1ccc(CNC(=O)Cn2ccc3cc(S(=O)(=O)N4CCCC4)ccc32)cc1	0.5%	6%	-3	0%	0%	-2%	-3%	1%	-4%	u	-5
CC1CCC(NC(=O)CN2CCC(n3nnc4cc(F)ccc43)CC2)CC1 (centres undefined)	-0.4%	3%	26	-2%	-2%	-3%	-6%	-1%	2%	u	1
COCCNC(=O)C(c1cccnc1)N(Cc1ccccc1)C(=O)Cn1nnc2ccccc21 (centres undefined)	0.2%	-1%	18	-5%	-2%	2%	17%	0%	2%	0%	2
O=C(Cc1ccccc1)NCC(=O)OCc1ccc([N+](=O)[O-])cc1	-0.4%	4%	-4	-5%	0%	1%	9%	1%	2%	-6%	2
COC(=O)C1=C(C)NC(C)=C(C(=O)OC)C1c1ccc(-c2cccc(Cl)c2Cl)o1	-0.1%	u	-3	8%	-4%	1%	24%	-9%	3%	-2%	0
O=C(OCC(=O)N1CCCCC1)c1c[nH]c2ccccc12	0.1%	u	10	-5%	x	x	7%	-6%	5%	x	x
N#Cc1cn(-c2ccccc2)nc1-c1cc2ccccc2oc1=O	-0.2%	u	20	-7%	0%	u	-31%	-7%	20%	-31%	-4
NC(=O)NC(=O)COC(=O)CC12CC3CC(CC(C3)C1)C2	-0.2%	2%	-6	1%	9%	-1%	-3%	-1%	-1%	-11%	-1
CCOC(=O)COc1ccc2c(=O)cc(-c3ccccc3)oc2c1	0.1%	-14%	0	1%	5%	0%	-9%	1%	-1%	x	3
COc1ccc(N(Cc2ccccc2)C(=O)CSc2nnc(Cn3nnc4ccccc43)o2)cc1	0.0%	u	-26	-3%	1%	-6%	-52%[inhibitor]	-4%	-6%	0%	0
CC(=O)Nc1ccc(-c2nnc(SCc3c(C)cc(C)cc3C)n2C)cc1	2.3%	u	-12	-9%	2%	-16%	7%	2%	-3%	-3%	1
Cc1c(C(=O)N2CCCCC2)oc2ccc(Br)cc12	13%	6%	-23	-5%	x	x	0%	-3%	1%	x	x
CC1(C)CC(=O)C2=C(C1)NC(=O)NC2c1ccc(Cl)cc1 (centres undefined)	0.0%	u	-2	-4%	0%	x	9%	0%	18%	-28%	0
CC1(C)Cc2nc3oc4c(NCc5ccccc5)ncnc4c3cc2CO1	0.5%	-8%	-7	1%	1%	12%	-6%	-5%	-5%	-8%	2
COc1ccc(C(CC(=O)O)NC(=O)Nc2ccccc2)cc1OC (centres undefined)	-0.1%	1%	14	2%	0%	-2%	9%	-2%	4%	4%	7
CC(=O)c1ccc(NC(=O)C2C3C=CC(C3=C(c3ccccc3)c3ccccc3)C2C(=O)O)cc1 (centres undefined)	0.1%	-4%	-4	-7%	2%	-16%	4%	-1%	-11%	6%	7
COc1ccc(C(=O)C2CCCN(C/C=C/c3ccccc3OC)C2)c(OC)c1 (centres undefined)	u	u	-3	1%	1%	-1%	-36%	-2%	-1%	-24%	1
O=C(Nc1cccc(NC(=O)c2ccc([N+](=O)[O-])o2)c1)c1ccco1	0.2%	u	-85*	0%	17%	0%	-23%	-4%	-1%	u	-3
O=C(NCc1ccccn1)Nc1cc(Cl)ccc1Cl	-0.1%	u	-7	-4%	-3%	-3%	u	-9%	-3%	x	x
c1ccc2c(c1)Cc1ccccc1O2	-0.1%	9%	-12	-13%	x	x	x	2%	1%	x	x
Cc1cccc(N=C2NC(=O)/C(=C\c3cccs3)S2)c1	11%	u	-1	-2%	-1%	-22%	2%	3%	-1%	0%	-4
COc1ccccc1C(=O)Nc1ccc2c(c1)CCCN2C(=O)c1cccs1	0.1%	0%	3	-2%	11%	6%[0.46 µM]	0%	-5%	-1%	32%[activator]	0
CC1(c2cccc(Br)c2)NC(=O)N(CC(=O)N2CCc3ccccc32)C1=O (centres undefined)	-0.1%	-8%	16	-1%	x	x	7%	-1%	1%	x	x

Assay outcomes: PubChem BioAssay, National Center for Advancing Translational Sciences (NCATS)
